# Source: PubChem BioAssay (several laboratories)
# HIV RNase H inh: blocks HIV-1 RNase H cleavage of RNA/DNA duplex | P04585 | RT-RNase H RNA/DNA duplex cleavage, fluorescence | inhibition, % at 10 µM | 1.9% of 65,000 active | AID 565; in the data active means inhibition above about 50%
# RmlCD inh mix: inhibitors of RmlC and RmlD coupled enzymes; RmlC/RmlD coupled enzyme inhibition, 384-well mixture HTS; inhibition, % at 5.5 µM; 0.39% of 110,000 active; AID 1532; in the data active means inhibition above about 30%, passing the limit was not always enough; inconclusive means no clear call, values can overlap the other calls; further: strong numbers were not always called active
# Active calls of the source: *; ? = inconclusive; nt = no result given; & = joins results of further samples. Only part of the results is shown (hit frequency here may not be typical).
Compound	HIV RNase H inh	RmlCD inh mix
CCc1c(C)sc(NC(=O)c2cc(-c3ccc(OC)c(OC)c3)on2)c1C#N	nt	22
FC(F)(F)c1cc(-c2ccco2)nc(-n2nnc3ccccc32)n1	18	-2
Cc1ccc(Nc2cc(C)nc3nnnn23)cc1	-11	6
CCNS(=O)(=O)c1ccc2c(c1)n(C)c(=O)n2C	nt	-6
O=C(Cn1cnc2c(nnn2-c2cccc(Cl)c2)c1=O)N1CCCC1	-3	6
Cc1cccc(N(CC(=O)Nc2ccccc2F)S(C)(=O)=O)c1	nt	-9
NC(=O)C1(N2CCCCC2)CCN(CC(=O)Nc2ccc(Oc3ccccc3)cc2)CC1	-1	-9
CS(=O)(=O)N1CCN(c2ccccc2NC(=O)c2ccco2)CC1	nt	-9
CC(=O)c1c(N2CCOCC2)nc(=S)n(-c2ccccc2)c1C	nt	6
CNC(=S)N1N=C(c2ccccc2)CC1c1ccc(Br)cc1 (centres undefined)	nt	-8
Cc1cc(C)c2ccc(C(=O)O)nc2c1O	nt	-11
CC(=O)NC1CC2CCCC(C1)N2S(=O)(=O)c1cccc(F)c1 (centres undefined)	3	7
CCN(CC)C(C)C(=O)NCC1(c2ccccc2)CCOCC1 (centres undefined)	nt	6
O=C(Nc1ccc(-c2cn3ccccc3n2)cc1)c1ccc(Cl)cc1	nt	-7
COc1ccc(C2=NCc3nnc(C)n3-c3ccc(Cl)cc32)cc1Cl	nt	-12
COc1ccc(CCNC(=O)c2c(O)c3c([nH]c2=O)CCCC3)cc1OC	-4	nt
Cc1nn(Cc2cccc(F)c2)c(C)c1NC(=O)c1ccc(COc2ccccc2Cl)cc1	nt	10
CCCC(=O)Nc1ccc(Cl)c(NC(=O)CC)c1	-1	12
O=C(NC1CCCC1)c1ccc(Br)o1	nt	-10
N=c1c2c3c(sc2nc2n1CCCCC2)CCCCC3	-7	6
CCCn1nnc(NC(=O)COc2ccc(C3CCCCC3)cc2)n1	1	3
N#CC1=C(N)OC2=C(C(=O)CCC2)C1C1CC=CCC1 (centres undefined)	-13	-3
Cc1ccccc1NC(=O)C1C2CCC(O2)C1C(=O)O (centres undefined)	nt	-13
CNC(=O)CCCCCNS(=O)(=O)c1ccc(C)cc1	nt	-1
Cc1ccc(-n2c(=O)cc(N3CCN(C(=O)c4ccco4)CC3)[nH]c2=O)cc1	4	-10
COc1ccc(S(=O)(=O)Nc2cc(C)cc(C)n2)c2ccccc12	-5	7
COc1ccc(S(=O)(=O)n2nc(OC(C)=O)cc2N(C(C)=O)C(C)=O)cc1	nt	-13
CC(Cc1ccccc1)NC(=O)C1CCCNC1=O (centres undefined)	nt	4
COC(=O)c1ccc(CN2C(=O)NC3(CCCc4ccccc43)C2=O)o1 (centres undefined)	-12	-7
O=C(Nc1cc2c(cc1Br)OCCO2)c1cccs1	nt	-11
CCN1CCN(c2cc(C(C)(C)C)nc3c(-c4ccccc4)c(C)nn23)CC1	nt	-22
O=C(Cc1ccccc1)NCCc1cn2ccsc2n1	-10	7
CCC(=O)Nc1cc(C)c(NC(=O)c2ccco2)cn1	6	5
COC(=O)Cc1c(C)c2ccc(OCc3nn[nH]n3)cc2oc1=O	nt	31
O=C(Nc1nncs1)C1c2ccccc2Oc2ccccc21	-5	-9
O=c1cc(N2CCc3ccccc32)[nH]c(=O)n1Cc1ccc(F)cc1	2	-2
Cc1ccc2nc(N3CCN(C=O)CC3)nc(-c3ccccc3)c2c1	nt	-31
CC(CNC(=O)c1ccc(-c2ccccc2)cc1)CN(C)C (centres undefined)	nt	3
Cc1ccc2nc(-c3cc(N)cc(N)c3)oc2c1	nt	7
COc1ccc(CCNC(=O)CCC(=O)N2CCN(S(=O)(=O)c3ccccc3)CC2)cc1OC	-15	9
Cc1ccc(C(C)C)c(OCCCN2CC(C)OC(C)C2)c1 (centres undefined)	-3	-6
O=C(CSc1ccc(-c2ccc(F)cc2)nn1)NCc1ccco1	nt	-8
C=CCc1cccc(C2Nc3ccccc3C(=O)N2O)c1O (centres undefined)	4	10
CCOC(=O)c1c(NC(=O)CN2CCCCC2)sc2c1CCCC2O (centres undefined)	-11	-14
CC1(c2nnc(-c3ccncc3)o2)CC(c2ccc(Cl)cc2)=NO1 (centres undefined)	nt	8
CSc1nc2c(c(C(F)(F)F)n1)CC(C)CC2 (centres undefined)	nt	-12
Cc1ccc(OCC(=O)c2ccc3c(c2)CCCC3)cc1C	nt	6
O=S(=O)(c1cccc(Cl)c1)N1CCCC1	-40	14
COc1cccc(N2CCN(C(=O)Nc3ccc4c(c3)NC(=O)CO4)CC2)c1	nt	?
C[C@H](NC(=O)OCc1ccccc1)c1nnc([C@H](Cc2ccccc2)NC(=O)OC(C)(C)C)o1	nt	-5
COc1ccc(OCCNS(=O)(=O)c2ccccc2)cc1	-8	-2
COC(=O)NCc1ccc2c(c1)OCO2	nt	23
Cc1cc(C)c2c(c1)/C(=N/NC(=S)Nc1ccc(F)cc1)CCC2	nt	5
O=c1cc(CO)oc(CN2CCN(c3cccc(C(F)(F)F)c3)CC2)c1O	nt	-6
COc1ccc(Cl)cc1C(=O)NCC#N	nt	14
CCCCc1ccc(NS(=O)(=O)N(C)C)cc1	-10	0

# Next records
# Each structure is followed by: HIV RNase H inh	RmlCD inh mix
- COc1ccccc1N(O)C1CC(=O)N(c2ccc(Br)cc2)C1=O (centres undefined)
  68*	-13
- O=C1CN(C(=O)COC(=O)c2ccccc2NC(=O)c2ccco2)c2ccccc2N1
  -20	3
- C[C@@H]1C=C[C@](Cc2ccccc2)(C(=O)NCCc2c[nH]c3ccccc23)N1C(=O)c1ccccc1
  nt	7
- O=C(Nc1ccc(C(=O)N2CCCCC2)cc1)c1ccc(Br)cc1
  nt	-3
- Cc1cccc(NC(=O)C2C(C(=O)O)C3C=CC2C32CC2)c1C (centres undefined)
  1	nt
- c1ccc2nc3c(nc2c1)sc1nc2ccccc2n13
  -13	nt
- CCOC(=O)c1cn(CC(=O)Nc2ccc(C(C)C)cc2)nn1
  -13	-6
- N/C(=N\OC(=O)c1ccccc1Cl)c1ccccn1
  nt	-12
- COc1ccc(C2=CC(c3ccc(C)cc3)n3nnnc3N2)cc1 (centres undefined)
  -7	-4
- O=C(c1ccccc1)C1CCc2occc2C1=O (centres undefined)
  5	-10
- S=C(c1ccc(N2CCCC2)cc1)N1CCCCC1
  6	8
- Cc1ccc(C(O)c2cccnc2)o1 (centres undefined)
  -12	-7
- CC(NC(=O)CCOc1ccccc1)c1ccccc1 (centres undefined)
  nt	5
- COc1ccccc1NC(=O)CSc1nnc(-c2ccco2)n1Cc1ccco1
  -19	1
- COc1ccc(C(=O)CN(C(=O)c2ccc(Cl)cc2)N2C(=O)C3CCCCC3C2=O)cc1 (centres undefined)
  nt	11
- CCn1c(SCc2ccc(C)cc2)nnc1-c1nn(-c2ccccc2)ccc1=O
  nt	6
- CCOC(=O)C1=C(c2ccccc2)Nc2ncnn2C1c1cc(OC)ccc1OC (centres undefined)
  -3	7
- CCn1c(NC(=O)c2ccco2)c(-c2ccccc2Cl)c(=O)c2ccccc21
  -8	0
- COc1ccc(C(C(=O)NC(C)(C)C)N(C(=O)CNC(=O)c2cccs2)c2ccc(C(C)C)cc2)cc1OC (centres undefined)
  nt	18
- O=c1cc(CSc2nnc(COc3ccccc3)o2)c2ccccc2[nH]1
  -42	-8
- Cc1ccc(C)n1-n1c(C)nc2scc(-c3ccccc3)c2c1=O
  nt	86
- NC(=O)C1CCN(C(=O)CN2CCCc3ccccc32)CC1
  1	-8
- COc1ccc(OC)c(C2/C(=C(/O)c3ccccc3)C(=O)C(=O)N2Cc2ccco2)c1 (centres undefined)
  -7	nt
- COc1ccc(Cl)cc1NC(=O)CC(C)=O
  -13	3
- COC(=O)Nc1ccc(S(=O)(=O)N(C)C)cc1
  -4	6
- CCCOc1ccc(C2C(C(=O)c3ccco3)=C(O)C(=O)N2CCCn2ccnc2)cc1 (centres undefined)
  13	nt
- Cc1ccc(Oc2ccc(S(=O)(=O)N3CCOCC3)cc2C(N)=O)c(-n2nc3ccccc3n2)c1
  -9	-5
- COc1ccc(-c2nn(-c3ccccc3)cc2C(=O)O)cc1OC
  nt	-34
- O=C(Nc1ccc(-c2nc3ccccc3o2)cc1)c1cccnc1
  nt	12
- Nc1nc(-n2cnnc2)nn1-c1ccccc1
  -6	7

# Quoted from the entries so far for reference:
# Each structure is followed by: HIV RNase H inh	RmlCD inh mix
- O=c1cc(CSc2nnc(COc3ccccc3)o2)c2ccccc2[nH]1
  -42	-8
- Cc1ccc(C)n1-n1c(C)nc2scc(-c3ccccc3)c2c1=O
  nt	86
- NC(=O)C1CCN(C(=O)CN2CCCc3ccccc32)CC1
  1	-8
- COc1ccc(OC)c(C2/C(=C(/O)c3ccccc3)C(=O)C(=O)N2Cc2ccco2)c1 (centres undefined)
  -7	nt
- COc1ccc(Cl)cc1NC(=O)CC(C)=O
  -13	3
- COC(=O)Nc1ccc(S(=O)(=O)N(C)C)cc1
  -4	6
- CCCOc1ccc(C2C(C(=O)c3ccco3)=C(O)C(=O)N2CCCn2ccnc2)cc1 (centres undefined)
  13	nt

# Next part:
# Each structure is followed by: HIV RNase H inh	RmlCD inh mix
- CCOC(=O)C1=C(C)N=C2SC(C)C(=O)N2C1c1cccc(F)c1 (centres undefined)
  -6	2
- O=S(=O)(c1ccccc1)N1N=C(c2cccs2)CC1c1ccc(F)cc1 (centres undefined)
  nt	-4
- COC(=O)N1[C@H](Cc2ccccc2)C=C[C@]1(C)C(=O)NCc1ccccn1
  nt	13
- COC(=O)C(CCSC)NC(=O)Cn1ncc2c(=O)oc3ccc(C)cc3c21 (centres undefined)
  -9	-5
- CC(C)(C)Cc1nc(-c2ccc(Cl)cc2)no1
  nt	-8
- CCCN(CCC)C(=O)CSc1nc2ccsc2c(=O)n1NC(=O)c1ccccc1
  nt	-11
- CCCCOc1ccc(C(=O)NCC2(c3ccccc3)CCOCC2)cc1
  nt	2
- Cc1ccccc1NS(=O)(=O)c1ccc(NC(=O)c2ccco2)cc1
  -12	1
- COc1ccc(NC2(c3ccc(Cl)cc3)C(=O)c3ccccc3C2=O)cc1
  nt	3
- CCOc1ccccc1CNCCN1CCOCC1
  nt	-11
- CCOC(=O)c1cc(C#N)c(Oc2cccc(C(F)(F)F)c2)nc1-c1ccccc1
  nt	23
- CN1CCN(CCCNC(=O)c2cn(C)c3ccc(S(=O)(=O)N(C)C)cc3c2=O)CC1
  -6	-2
- Cc1cc(C(=O)NCc2ccco2)on1
  nt	6
- O=C1c2cc(S(=O)(=O)NCCCO)ccc2-c2ccc(S(=O)(=O)NCCCO)cc21
  nt	-127
- COCCN(C(C)=O)c1nnc(-c2cnccn2)s1
  -14	nt

# Reprinted from the part before: 3 compounds; new compounds follow.
# Each structure is followed by: HIV RNase H inh	RmlCD inh mix
- Cc1cc(C(=O)NCc2ccco2)on1
  nt	6
- O=C1c2cc(S(=O)(=O)NCCCO)ccc2-c2ccc(S(=O)(=O)NCCCO)cc21
  nt	-127
- COCCN(C(C)=O)c1nnc(-c2cnccn2)s1
  -14	nt
- Cc1cc(C)cc(N(CC(=O)Nc2cccc(C)n2)S(=O)(=O)c2c(C)noc2C)c1
  0	-7
- O=C(CCn1cccc1)NCc1ccccc1
  -13	-8
- CCCN(CCC)CCCNC(=O)c1cn(CCOC)c(=O)c2c1c1ccccc1n2C
  -2	-29
- COc1ccc(Cl)cc1Nc1nc(C)cc(C)c1C(N)=O
  nt	9
- CCCCCNC(=O)CCCCn1c(=O)[nH]c2cc(OCC)c(OCC)cc2c1=O
  2	13
- C=C(C)CSc1nc(N)c2c(C)c(C)sc2n1
  -6	-4
- O=C(CCC1COc2ccccc2O1)Nc1cccnc1 (centres undefined)
  -8	0
- CCS(=O)(=O)N1CCCC(C(=O)NCc2ccc(C)cc2)C1 (centres undefined)
  -25	nt
- Cc1ccc2[nH]c3c(c2c1)CN(C)CC3
  nt	-10
- Cc1nnc(NC(=O)C2COc3ccccc3O2)s1 (centres undefined)
  -7	4
- CCOc1cc(/C=C2/NC(=S)NC2=O)ccc1OCc1ccc([N+](=O)[O-])cc1
  nt	-13
- O=C1CC(N2CCSCC2)C(=O)N1CCc1ccccc1 (centres undefined)
  -1	5
- Cc1nnc(NC(=O)CSc2ncnc3scc(-c4ccccc4)c23)s1
  nt	-12
- O=S(=O)(NCCc1csc(-c2cccnc2)n1)c1cccs1
  -17	-7
- CC1Cc2ccccc2N1C(=O)COC(=O)CNC(=O)c1ccc(Br)o1 (centres undefined)
  nt	-8
- CCCCn1c(SCC(=O)NCc2ccco2)nc2cc(S(N)(=O)=O)ccc21
  nt	4
- COc1ccc(NCc2nnc(SCC(=O)NCc3ccco3)n2-c2ccccc2OC)cc1
  nt	-13
- Cc1cc(OCC(=O)Nc2ccc(N3CCCC3)cc2)cc(C)c1Cl
  nt	8
- O=C(COc1ccc(Cl)cc1)NCCSCc1cccc(Cl)c1
  nt	-3
- Cc1cccc(N=C2NN=C(c3ccc4c(c3)OCCO4)CS2)c1
  nt	10
- CC(C(=O)O)c1ccc(-c2ccccc2)c(F)c1 (centres undefined)
  3&-9	3
- Cc1cc2nc3c(nc2cc1C)C1(C(=O)N(C)C)CCC3(C)C1(C)C (centres undefined)
  nt	-13
- CC1(C)CC(=O)C=C(Nc2ccc3c(c2)OCCO3)C1
  -10	-7
- CC(C)C[C@@H]1NC(=O)[C@H](C(C)C)NC(=O)c2cc([N+](=O)[O-])cc(I)c2OCC[C@@H](C(N)=O)NC1=O
  nt	-7
- CC(=NCc1ccco1)c1c(O)n(Cc2ccccc2)c(=O)[nH]c1=O
  -15	-4
- COc1cc(NC(=O)CN2C(=O)NC(C)(CCC(C)C)C2=O)cc(OC)c1 (centres undefined)
  1	-20
- Cc1cccc2cc(C#N)c(N3CCCC3)nc12
  -12	-12
- CSc1nnc(-c2ccccc2)n1N
  -6	5
- Cc1sc2c(=O)n3c(nc2c1C(=O)NCCCN1CCOCC1)CCCCC3
  -6	4
- CCCCn1c(SCC(=O)Nc2cccc(C)n2)nnc1-c1ccco1
  -5	-13
- CCn1c(SC)nnc1-c1nnc(SC)n1CC
  -7	-1
